hIAP block – blocks human intestinal alkaline phosphatase; P09923; purified IAP, CDP-Star luminescence, 30 min; inhibition, % at 10 µM; 330,000 compounds, 0.12% hits; AID 2544;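 active means inhibition reaching a set limit with compound at 10 µM in the primary screen, cut at about 35% in these data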;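 further: plate controls were DMSO wells with enzyme for no effect and no-enzyme buffer wells for full effect; values of inactives mirror those of a sister screen read the other way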
MIN6 prolif – induces beta-cell replication in MIN6 cells; MIN6 cells proliferation, ATPlite luminescence, 48 h; cells starved in 0.2% serum; 100% = growth in 10% serum; proliferation, % at 10 µM; 330,000 compounds, 0.29% hits;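 active means compounds whose signal lies at least 3.5 SD above the mean of all wells on their plate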;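 further: 0% = DMSO-treated cells in low-serum medium and 100% = 10% serum control; some compounds called inactive have numbers as strong as hits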
A3A deaminase – blocks human APOBEC3A ssDNA deamination | 330,000 compounds, 0.41% hits | recombinant A3A, FAM/TAMRA ssDNA deamination fluorescence | P31941 | inhibition, % at 20 µM;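 active means at least 40% inhibition at 20 µM here, with at most 30% in a related deaminase screen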;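 further: plate controls were A3A with DMSO for no effect and wells lacking A3A enzyme for full effect; some results filed as inactive read as strong as hits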
Target sequence (P31941 whole entry, looked up): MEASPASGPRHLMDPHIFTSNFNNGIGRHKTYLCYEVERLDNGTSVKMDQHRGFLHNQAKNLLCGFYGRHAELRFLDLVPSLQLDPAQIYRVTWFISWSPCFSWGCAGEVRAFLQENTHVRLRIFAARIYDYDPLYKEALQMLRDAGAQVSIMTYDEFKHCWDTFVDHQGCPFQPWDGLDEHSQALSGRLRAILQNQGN
APOBEC3G inh – APOBEC3G (human) deaminase inhibition | 330,000 compounds, 0.28% hits | Q9HC16 | inhibition, % at 20 µM | recombinant A3G, ssDNA deamination FAM/TAMRA fluorescence;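 active means inhibition of at least 40% at 20 µM, with no more than 30% in the related APOBEC3A deaminase screen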;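 further: plate controls were DMSO wells with A3G for no effect and wells lacking A3G enzyme for full effect; some compounds called inactive have numbers as strong as hits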
Target sequence (Q9HC16 whole entry, looked up): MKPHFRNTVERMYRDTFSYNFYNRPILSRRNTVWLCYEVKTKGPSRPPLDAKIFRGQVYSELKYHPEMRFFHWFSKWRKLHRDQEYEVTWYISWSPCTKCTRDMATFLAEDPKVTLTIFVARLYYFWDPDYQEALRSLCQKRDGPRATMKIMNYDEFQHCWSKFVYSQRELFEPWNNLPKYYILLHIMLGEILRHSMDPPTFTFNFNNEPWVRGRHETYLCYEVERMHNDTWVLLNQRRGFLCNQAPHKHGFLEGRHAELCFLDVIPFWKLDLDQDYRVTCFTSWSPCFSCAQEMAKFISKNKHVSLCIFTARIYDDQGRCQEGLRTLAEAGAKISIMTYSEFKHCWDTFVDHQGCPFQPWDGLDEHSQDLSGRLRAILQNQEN
ATG4B inhibitor – ATG4B (human) cysteine protease inhibition; Q9Y4P1; ATG4B cleavage of LC3-PLA2, NBD-HPC fluorescence, 1 h; inhibition, % at 8.33 µM; 340,000 compounds, 0.51% hits; AID 504462; in the data active means inhibition above about 40%
Target sequence (Q9Y4P1 whole entry, looked up): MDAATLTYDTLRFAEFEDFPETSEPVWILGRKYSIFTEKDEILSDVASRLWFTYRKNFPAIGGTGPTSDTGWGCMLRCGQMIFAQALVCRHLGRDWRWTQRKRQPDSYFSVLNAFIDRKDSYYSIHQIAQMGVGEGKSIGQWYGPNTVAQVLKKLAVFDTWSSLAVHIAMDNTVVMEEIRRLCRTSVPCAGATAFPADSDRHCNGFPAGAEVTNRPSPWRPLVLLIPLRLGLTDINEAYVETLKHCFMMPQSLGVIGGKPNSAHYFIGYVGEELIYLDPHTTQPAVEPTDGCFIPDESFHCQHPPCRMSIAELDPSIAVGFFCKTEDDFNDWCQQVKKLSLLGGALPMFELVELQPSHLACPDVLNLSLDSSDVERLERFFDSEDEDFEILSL
mIAP inh – blocks mouse intestinal alkaline phosphatase; purified mouse IAP, CDP-Star luminescence, 30 min; inhibition, % at 10 µM; 330,000 compounds, 0.2% hits; AID 2806;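 active means inhibition of at least 40% at 10 µM in the primary screen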;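 further: plate controls were DMSO with enzyme for no effect and no enzyme wells for full effect; values of inactives mirror those of a sister screen read the other way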
MPTP block – permeability transition pore inhibition; isolated mouse mitochondria, Ca2+ swelling absorbance, 30 min; inhibition, % at 10 µM; 360,000 compounds, 1.4% hits; AID 602449;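 active means inhibition of 50% or more, scaled per plate between neutral and stimulator controls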;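 further: 0% = DMSO wells given calcium and 100% = 1 mM EGTA wells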
hIAP activ – human IAP activation; P09923; purified human IAP, CDP-Star luminescence, 30 min; hits give high values; 1 = vehicle-only enzyme, 0 = enzyme-free background; activation factor at 10 µM; 330,000 compounds, 0.16% hits; AID 2524;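 active means activation factor of the enzyme at least 2-fold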; further: the source names both 10 and 20 µM as test concentration; values of inactives mirror those of a sister screen read the other way
mIAP act – increases mouse intestinal alkaline phosphatase activity; muIAP, CDP-Star luminescence, 30 min; hits give high values; 1 = vehicle-only enzyme signal, 0 = enzyme-free wells; activation factor at 10 µM; 330,000 compounds, 0.24% hits;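 active means activation factor of at least 2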; further: the source names both 10 and 20 µM as test concentration; values of inactives mirror those of a sister screen read the other way
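System: Mouse IAP enzyme | Also added: CDP-Star substrate | Dosing: Compounds dispensed in DMSO | Schedule: 30 min enzyme-substrate-compound incubation at room temperature | Technique: Chemiluminescence readout | Control set: DMSO-only wells and no-enzyme negative control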
* marks the source's active call; other numbers are inactive results; . = not tested or not shown.

(1) CS(=O)(=O)N1CCC(C(=O)Nc2cccc(Br)c2)CC1
(2) COc1ccc(N(CC(=O)NCC2CCCO2)C(=O)CCC(=O)Nc2cc(C)on2)cc1OC (configuration not stated)
(3) CCOc1ccc(CN2C(=O)CC(=O)N(S(=O)(=O)c3ccc(OCC)cc3)C2=O)cc1
(4) O=C(O)c1sccc1SCc1ccc(Cl)c(Cl)c1
(5) O=C(COc1ccc2ccccc2c1CN1CCOCC1)N1CCc2ccccc21
(6) O=C1C=C(Nc2ccc(Cl)cc2Cl)CC(c2ccco2)C1 (configuration not stated)

Screen / compound no.,1,2,3,4,5,6
hIAP block,0,5,-7,-9,7,12
MIN6 prolif,-3,-2,-1,-1,-5,-2
A3A deaminase,-5,-4,3,-4,2,0
APOBEC3G inh,-3,-10,-3,-7,-2,-4
ATG4B inhibitor,-8,2,-9,2,-7,10
mIAP inh,-1,-2,-3,-4,-6,3
MPTP block,0.9,0.6,0.2,0.6,4.2,-1.2
hIAP activ,1,0.95,1.1,1.1,0.93,0.89
mIAP act,1,1,1,1,1.1,0.97

(7) CCOC(=O)c1c(C)[nH]c(C(=O)OCC(=O)N2CC(C)OC(C)C2)c1C (configuration not stated)
(8) CCC/C(O)=C1\C(=O)CCCC1=NCCc1c(C)[nH]c2ccc(OC)cc12
(9) CCOC(=O)c1c(NC(=S)Nc2ccccc2)sc2c1CCN(C)C2
(10) CCCNc1ncnc2sc(C)c(C)c12
(11) O=C(NCCOc1ccccc1)c1ccccc1NC(=O)C1CCCO1 (configuration not stated)
(12) COc1cccc(NC(=S)NNC(=O)Cn2nc([N+](=O)[O-])cc2C)c1

Screen / compound no.,7,8,9,10,11,12
hIAP block,-18,10,-25,-10,-5,-77
MIN6 prolif,-3,7,-2,-1,0,-4
A3A deaminase,-2,-1,-10,-4,-5,-4
APOBEC3G inh,-5,-11,-2,-6,-10,-1
ATG4B inhibitor,-18,-13,-3,-2,-8,9
mIAP inh,-4,-3,7,5,-7,3
MPTP block,0.4,-0.9,-6.0,8.3,-2.3,2.8
hIAP activ,1.2,0.9,1.2,1.1,1.1,1.8
mIAP act,1,1,0.93,0.95,1.1,0.97

(13) O=C(COc1ccccc1)N(Cc1ccccc1)c1nc(-c2ccccc2)cs1
(14) CC(=O)NNC(=O)c1cc2c3ccccc3n(C)c2s1
(15) O=C(C1=C(O)C(=O)N(c2ncccn2)C1c1ccc(Cl)cc1)c1ccco1 (configuration not stated)
(16) C=C(C)CSc1nnc(CCCCCNC(=O)OC(C)(C)C)o1
(17) CCN(CC)S(=O)(=O)c1ccc2c(c1)nc(SCC(N)=O)n2-c1ccc(OC)cc1
(18) COc1cc(CCC(=O)N2CCN(S(=O)(=O)c3ccc(C)cc3)CC2)cc(OC)c1OC

Screen / compound no.,13,14,15,16,17,18
hIAP block,12,-14,6,-25,-6,-2
MIN6 prolif,-1,-2,-1,-4,-2,2
A3A deaminase,-5,3,-5,-5,-3,-1
APOBEC3G inh,-11,-3,-6,-6,-4,-6
ATG4B inhibitor,2,-2,-6,-5,-3,5
mIAP inh,-1,-4,2,-16,-16,-8
MPTP block,1.5,-1.7,-0.5,2.6,-0.9,-0.2
hIAP activ,0.88,1.1,0.94,1.3,1.1,1
mIAP act,1,1,0.98,1.2,1.2,1.1

(19) CCOc1ccc(C(C(=O)NC2CCCC2)N(CCOC)C(=O)CNC(=O)c2ccco2)cc1 (configuration not stated)
(20) COc1ccc(NC(=O)CSc2cc(C)ccc2C)cn1
(21) Cc1nc([N+](=O)[O-])cn1CC(=O)Nc1ccc(F)c(Cl)c1
(22) CCCCOc1ccc(C(=O)NCC(=O)NC2CCCCC2)cc1
(23) CCc1ccc(C2=NN(CCC(=O)NC3CCCCCC3)C(=O)CC2)cc1
(24) O=C(c1cc2ccccc2o1)N1CCN(c2ccccc2Cl)CC1

Screen / compound no.,19,20,21,22,23,24
hIAP block,2,-1,-6,8,-7,0
MIN6 prolif,0,-1,-3,0,-5,-1
A3A deaminase,-1,0,-4,3,-4,13
APOBEC3G inh,-14,-4,1,-2,0,0
ATG4B inhibitor,-2,-9,1,5,-2,12
mIAP inh,-4,0,-5,1,2,36
MPTP block,-0.1,-2.7,0.3,-0.5,0.8,-0.3
hIAP activ,0.98,1,1.1,0.92,1.1,1
mIAP act,1,1,1,0.99,0.98,0.64

(25) CCC(=O)Nc1ccc(N2CCN(S(C)(=O)=O)CC2)cc1
(26) O=C(NCCNC(=O)c1cc(Cl)ccc1Cl)c1ccco1
(27) CCC1(CC)NC(=O)N(CC(=O)OC(C)C(=O)Nc2cc([N+](=O)[O-])ccc2OC)C1=O (configuration not stated)
(28) COC(=O)c1cc(OC)c(OC)cc1NC(=O)c1c(-c2ccccc2Cl)noc1C
(29) COc1cc(OC)c(-c2sc(Nc3ccccc3)n[n+]2-c2ccc(F)cc2)cc1OC
(30) CCCCCCCCn1cc(C(C)=O)c(=O)[nH]c1=O

Screen / compound no.,25,26,27,28,29,30
hIAP block,14,2,-16,-3,-2,6
MIN6 prolif,-2,1,-3,0,-1,-2
A3A deaminase,-3,2,-1,-1,-1,2
APOBEC3G inh,-7,-2,-5,-10,-1,-1
ATG4B inhibitor,1,-7,3,-7,4,-14
mIAP inh,-2,-4,-2,7,0,7
MPTP block,5.0,-2.8,0.3,3.3,-1.8,0.3
hIAP activ,0.86,0.98,1.2,1,1,0.94
mIAP act,1,1,1,0.93,1,0.93

(31) CC1=NOC(=O)/C1=C/c1ccc(-c2ccc(Cl)cc2)o1
(32) COCC(=O)NCc1ccc2c(c1)OCO2
(33) CN(CCc1ccccn1)C(=O)CC1C(=O)NCCN1Cc1ccccc1C(F)(F)F (configuration not stated)
(34) CC(=O)NC(CC(=O)c1ccc([N+](=O)[O-])cc1)C(Cl)(Cl)Cl (configuration not stated)
(35) CNc1ccc(NC(C)=O)cc1[N+](=O)[O-]
(36) COc1cc(CN2CC(=O)N(c3ccc(C)c(C)c3)C2=S)cc(OC)c1OC

Screen / compound no.,31,32,33,34,35,36
hIAP block,18,-7,8,-18,8,-17
MIN6 prolif,-5,1,-2,0,0,-3
A3A deaminase,-2,-1,-2,-3,2,-2
APOBEC3G inh,10,-4,-4,-6,-7,-3
ATG4B inhibitor,.,-6,0,-3,-5,3
mIAP inh,12,-1,7,-13,2,4
MPTP block,0.8,1.8,-0.3,-1.2,2.1,1.8
hIAP activ,0.82,1.1,0.92,1.2,0.92,1.2
mIAP act,0.88,1,0.93,1.1,0.98,0.96

(37) Cc1ccc(C(=O)Nc2ccncc2)cc1S(=O)(=O)N1CCOCC1
(38) CCCC(=O)N1CC(=O)Nc2ccc(F)cc2C1c1ccccc1 (configuration not stated)
(39) COc1cc2sc3cc(NCC[C@@H]4CCCN4C)ccc3c(=O)c2cc1OC
(40) COc1cc(C2NC(=O)CCC2[N+](=O)[O-])c(OC)cc1Br (configuration not stated)
(41) COc1ccnc(Oc2ccccc2)c1C(N)=O
(42) CN(C)/C=C/C(=O)c1cnc(-c2cccc(Cl)c2)s1

Screen / compound no.,37,38,39,40,41,42
hIAP block,-21,14,19,-7,9,-3
MIN6 prolif,1,0,-6,-1,-1,-3
A3A deaminase,0,-2,3,-2,3,-6
APOBEC3G inh,-7,-4,1,-5,-1,-9
ATG4B inhibitor,2,-12,-15,-8,3,3
mIAP inh,0,6,6,1,-7,-2
MPTP block,0.4,-0.4,0.3,0.6,-1.4,1.3
hIAP activ,1.2,0.86,0.81,1.1,0.91,1
mIAP act,1,0.94,0.94,0.99,1.1,1

(43) Nn1c(SCc2cccc(F)c2)nnc1-c1cccnc1
(44) Clc1ccc(OCc2nc(-c3ccncc3)no2)c(Br)c1
(45) COc1cc(NC(=O)c2ccno2)cc(C(=O)Nc2cccc(C(F)(F)F)c2)c1
(46) Nn1c(Nc2ccccc2)nc2ccccc2c1=O
(47) CN(C)C(=O)c1ccc(NC(=O)c2cccc(S(=O)(=O)N3CCCCCC3)c2)cc1
(48) O=[N+]([O-])c1cccc(/C=N\N2CCN(Cc3ccccc3Cl)CC2)c1

Screen / compound no.,43,44,45,46,47,48
hIAP block,13,8,17,-7,0,-15
MIN6 prolif,-1,-2,-6,1,0,-1
A3A deaminase,0,-1,3,4,0,0
APOBEC3G inh,-13,-3,-2,1,0,-8
ATG4B inhibitor,-3,-5,-17,-3,-6,10
mIAP inh,-3,-3,-6,-7,5,-4
MPTP block,1.8,-1.4,35,-8.8,-2.9,28
hIAP activ,0.87,0.92,0.83,1.1,1,1.1
mIAP act,1,1,1.1,1.1,0.95,1

(49) COC(=O)c1ccc(OCC(O)CN2C(=O)c3ccccc3S2(=O)=O)cc1 (configuration not stated)
(50) O=C(COC(=O)/C=C/c1cccs1)NC(c1ccccc1)c1ccccc1
(51) COc1ccc(/C=N/NC(=O)c2ccoc2C)cc1COc1ccc(Cl)cc1
(52) Cc1cc(C)cc(OCC(=O)NNC(=O)c2cc(C)[nH]n2)c1
(53) COc1ccc(S(=O)(=O)NC(C)C(=O)NCc2cccnc2)cc1Cl (configuration not stated)
(54) COc1ccc(C(=O)COC(=O)c2cc(C)no2)c(OC)c1

Screen / compound no.,49,50,51,52,53,54
hIAP block,8,28,2,-107,8,-23
MIN6 prolif,6,0,-3,-5,-1,-7
A3A deaminase,1,-2,1,4,0,1
APOBEC3G inh,-4,-2,2,0,-2,10
ATG4B inhibitor,6,5,-1,-8,8,7
mIAP inh,-8,2,-5,-6,0,-13
MPTP block,-1.6,1.7,0.4,0.2,1.0,0.8
hIAP activ,0.92,0.72,0.98,2.1*,0.92,1.2
mIAP act,1.1,0.98,1.1,1.1,1,1.1

(55) CC(C)(CNC(=O)c1cc(-c2ccc(Cl)s2)nc2ccccc12)N1CCOCC1
(56) COc1ccc(N(C)C(=O)c2cn(CC(C)C)c(=O)c3cc(OC)c(OC)cc23)cc1
(57) COc1ccc(Nc2ncnc3ccc([N+](=O)[O-])cc23)c(OC)c1
(58) CCOC(=O)CSc1nc2cc(C(=O)NCc3ccco3)ccc2c(=O)n1C1CCCCC1
(59) CS(=O)(=O)c1ccc(Cl)c(NC(=O)c2cccc(-n3cnnn3)c2)c1
(60) CCN(CC)S(=O)(=O)c1ccc(C(=O)Nc2ccc(OCC(=O)N3CCOCC3)cc2)cc1
(61) CCN1CCCC1CNC(=O)c1ccc2c(c1)N(Cc1cccc(Cl)c1)C(=O)c1ccccc1S2(=O)=O (configuration not stated)
(62) O=C(O)c1ccc2c(=O)n3c(nc2c1)/C(=C/c1ccc(F)cc1)CC3

Screen / compound no.,55,56,57,58,59,60,61,62
hIAP block,14,-6,18,1,6,-6,-10,-14
MIN6 prolif,1,4,-1,5,-2,-3,-4,-4
A3A deaminase,-2,-6,26,-2,18,5,-3,-1
APOBEC3G inh,-8,-9,-3,-3,-4,-3,-7,-7
ATG4B inhibitor,-15,3,2,-3,-3,-9,-5,6
mIAP inh,6,8,-3,6,5,1,3,2
MPTP block,1.9,0.5,0.0,0.3,-0.9,-9.7,-0.6,1.3
hIAP activ,0.86,1.1,0.82,0.99,0.94,1.1,1.1,1.1
mIAP act,0.94,0.93,1,0.94,0.95,0.99,0.97,0.98

High-throughput results: PubChem BioAssay, Sanford-Burnham Center for Chemical Genomics
